Assay outcomes: PubChem, several laboratories
SR-BI DiI-HDL act – enhances SR-BI lipid uptake from DiI-HDL; CHO ldlA[mSR-BI] cells, DiI-HDL uptake fluorescence, 3 h; 100 = double the neutral-control signal; 0.096% of 320,000 active; activation, % at 12.5 µM;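 active = mean replicate activation of at least 60% and every replicate at or above 60%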;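 note: 0% = median plate neutral-control signal and 100% = twice that signal; values of inactives mirror those of a sister screen read the other way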
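Material: SR-BI-overexpressing, LDLR-lacking CHO cells | Dosing: Single compound concentration, delivered by pin transfer | Probe or stimulus: Labelled HDL, 10 µg/mL | Signal: Bottom-read cell fluorescence after medium removal, ex 550/em 595 nm | Schedule: 3 h, 37 °C | Evaluation: HDL uptake via cellular fluorescence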
Arrestin-AP2 inh – human beta-arrestin and AP2 interaction inhibition. FITC-arrestin peptide / GST-AP2 beads, flow cytometry; AP2 beta2 appendage carries R879A mutation. AID 504490. inhibition, % at 10 µM. 0.31% of 340,000 active;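 active = inhibition above a set limit, near 3 SD of compounds lacking own fluorescence, cut at about 54% in these data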;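 note: plate controls were DMSO wells for no effect and 5 µM unlabelled arrestin peptide for full effect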
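Assay system: GST-AP2 R879A bound to glutathione beads, E. coli-expressed; Medium: PBS with 0.05% Tween 20 and 0.1% BSA; Also added: fluorescein-tagged arrestin peptide at 50 nM final; Timing: 12 min plus 1 h, RT; Measured by: flow cytometry, FL1 (488/535 nm); Evaluation: percent drop in bead-associated FITC signal.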
PKA-R2B activ – activates the human PKA-R2B holoenzyme complex | PKA-R2B holoenzyme dissociation, Cy5-IP20 fluorescence polarization; R2B truncated from residue 108, S112A mutant; 0% DMSO only, 100% 113 µM cGMP | activation, % at 11.4 µM | 0.079% of 340,000 active | AID 504700;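 active = activation above a cutoff set at the mean over all compounds plus 3 SD, cut at about 18% in these data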;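 note: higher means more holoenzyme dissociation and a rise in polarization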
Target sequence (P31323 whole entry, looked up, other chains not shown, the tested form may be a part): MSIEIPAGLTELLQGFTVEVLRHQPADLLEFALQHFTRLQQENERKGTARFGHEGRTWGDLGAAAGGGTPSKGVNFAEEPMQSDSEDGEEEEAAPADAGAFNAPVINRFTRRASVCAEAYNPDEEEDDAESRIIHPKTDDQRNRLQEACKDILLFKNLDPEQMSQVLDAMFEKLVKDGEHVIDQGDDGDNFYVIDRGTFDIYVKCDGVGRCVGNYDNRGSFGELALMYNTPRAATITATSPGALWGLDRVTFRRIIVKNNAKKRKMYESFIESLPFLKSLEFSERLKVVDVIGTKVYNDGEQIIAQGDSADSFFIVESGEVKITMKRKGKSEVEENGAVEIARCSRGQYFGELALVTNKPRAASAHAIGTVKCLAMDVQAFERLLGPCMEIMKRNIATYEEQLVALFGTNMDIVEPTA
SR-BI HDL uptake – inhibitors of mouse SR-BI mediated HDL lipid uptake | Q61009 | ldlA[mSR-BI] CHO cells, DiI-HDL uptake fluorescence, 3 h | inhibition, % at 12.5 µM | 0.96% of 320,000 active | AID 488896;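 active = mean replicate inhibition of at least 70% and a set share of replicates each scoring 70 or more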;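 note: 0% = median of neutral control wells and 100% = median of positive control wells; values of inactives mirror those of a sister screen read the other way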
Target sequence (Q61009 whole entry, looked up): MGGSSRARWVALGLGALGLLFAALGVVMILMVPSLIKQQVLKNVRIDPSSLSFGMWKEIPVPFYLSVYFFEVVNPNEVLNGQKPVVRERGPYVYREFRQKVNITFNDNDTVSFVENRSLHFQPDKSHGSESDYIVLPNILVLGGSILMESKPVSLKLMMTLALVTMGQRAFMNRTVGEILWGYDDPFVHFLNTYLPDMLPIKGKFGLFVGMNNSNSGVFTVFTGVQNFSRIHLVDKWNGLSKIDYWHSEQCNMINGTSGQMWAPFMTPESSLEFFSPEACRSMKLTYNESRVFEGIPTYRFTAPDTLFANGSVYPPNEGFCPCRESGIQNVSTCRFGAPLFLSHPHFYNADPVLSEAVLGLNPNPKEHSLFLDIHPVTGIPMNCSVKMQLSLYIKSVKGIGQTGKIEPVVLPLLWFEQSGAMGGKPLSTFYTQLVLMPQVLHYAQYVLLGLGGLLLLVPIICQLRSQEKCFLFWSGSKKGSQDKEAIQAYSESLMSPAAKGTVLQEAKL
LANA DNA inh – inhibitors of KSHV LANA C-terminal domain DNA binding; 0.078% of 340,000 active; MBP-C-LANA/FAM-LBS DNA binding, fluorescence polarization; AID 504423; inhibition, % at 9 µM;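 active = highest replicate inhibition at or above 60% at 9 µM, even if other replicates fall short; inactive = all replicates below 60% inhibition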;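 note: 0% = neutral control wells and 100% = 4 µM acridine orange control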
NSD2 HMT inh – NSD2 (human) methyltransferase inhibition; inhibition, % at 12.5 µM; O96028; 0.54% of 310,000 active; NSD2 peptide methylation, AlphaScreen, 120 min; AID 743445; in the data active = inhibition above about 50%
Cardiac RTF inh – cardiac RTF calcium desensitization; AID 493244; P19429+P45379; inhibition, % at 7.15 µM; IANBD-labeled cardiac RTF, Ca2+ fluorescence; 0.12% of 340,000 active;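 active = inhibition above the mean inhibition of all tested compounds plus 3 SD, cut at about 17% in these data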;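 note: assay run at fixed EC70 calcium of 1.6 mM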
PvdQ inh – P. aeruginosa PvdQ acylase inhibition | purified PvdQ acylase, fluorescence plate reader | inhibition, % at 10 µM | 0.063% of 340,000 active; in the data active = inhibition above about 30%, passing the limit was not always enough;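 note: 0% = vehicle neutral wells and 100% = reference inhibitor wells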
Keap1-Nrf2 PPI – disrupts human Keap1 binding to Nrf2 peptide. Q14145. Keap1 Kelch-Nrf2 peptide fluorescence polarization, 1536-well. inhibition, % at 9.4 µM. 0.15% of 340,000 active; in the data active = inhibition above about 12%;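 note: human Keap1 Kelch domain with fluorescein labeled Nrf2 9mer peptide probe; 0% = neutral control wells and 100% = peptide positive control; higher means more block of Keap1 binding to Nrf2 peptide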
DAGLB inh – blocks human DAGLB lipase activity; HEK293T DAGLB membrane lysate, EnzChek fluorogenic substrate; inhibition, % at 5.17 µM; 0.059% of 340,000 active; AID 504411; in the data active = inhibition above about 34%;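 note: 0% = enzyme with vehicle and 100% = wells lacking enzyme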
Active calls of the source: *; / = no result given.

Order of results: SR-BI DiI-HDL act	Keap1-Nrf2 PPI	SR-BI HDL uptake	PvdQ inh	DAGLB inh	LANA DNA inh	Arrestin-AP2 inh	Cardiac RTF inh	PKA-R2B activ	NSD2 HMT inh
Cc1ccnc(N2CCCC(C(=O)NCc3cccs3)C2)n1 (stereo not drawn)
    1	-2	-1	9	0	0.6	0	-3	-1	-3
COc1cccc(/C=C2\SC(=O)N(CCC(=O)NC3CCS(=O)(=O)C3)C2=O)c1 (stereo not drawn)
    -16	1	16	-1	-2	-0.3	-4	2	5	-1
COc1ccccc1CN(C)C(=O)c1cc(C)nc2ccccc12
    /	-5	/	2	-1	0.3	9	-8	-6	-4
CCOc1cc(/C=C2/NC(=O)N(CC(=O)Nc3cccc(C)c3)C2=O)ccc1OC
    -30	-3	30	-4	2	0.3	6	-2	-3	1
Cc1nc(CNS(=O)(=O)c2ccc(F)cc2)cs1
    3	1	-3	0	-2	-1.3	5	-1	-4	1
CCc1ccc(/C(C)=N/NC(=O)c2c[nH]c3ccccc23)s1
    -3	-1	3	2	-5	1.6	29	3	-4	0
COc1ccc(CNC(=O)c2cccc(S(=O)(=O)N3CCCCC3)c2)cc1OC
    -10	-5	10	-18	-1	0.4	19	-1	3	2
O=C(O)Cc1ccc(NC(=O)c2ccc(NC(=O)c3ccco3)cc2)cc1
    -58	-2	58	-14	2	5.0	5	-5	-1	20
CC1CC(C)CN(S(=O)(=O)c2ccc(C(=O)N3CCN(c4ccccc4)CC3)cc2)C1 (stereo not drawn)
    -23	-3	23	-12	-4	1.5	3	-9	-1	0
C#CCOCCOCCOCCNc1nc(N2CCN(C(=O)CCCCCCCCCCNC(=O)Cn3cc(CCCCCN)nn3)CC2)nc(N2CCN(C(=O)CCCCCCCCCCNC(=O)Cn3cc(C[C@@H](C)O)nn3)CC2)n1
    2	-9	-2	-1	-1	-0.1	13	4	-1	/
O=C(NCc1ccccc1)C1=C[C@H](c2ccccc2)C[C@H](OCc2ccc(CO)cc2)O1
    9	-1	-9	-2	-3	-6.2	42	-3	-1	/
O=C(COC(=O)Cc1ccc(Cl)cc1Cl)Nc1ccccc1OC(F)F
    6	-5	-6	-12	-9	-1.5	-1	-7	2	-2
CCCCNS(=O)(=O)c1ccc(OC)c2ncccc12
    0	2	0	-7	0	0.5	10	-14	3	-2
CCNC(=O)NC(=O)C(C)Sc1nc2cc(C(=O)OC)ccc2c(=O)n1-c1ccccc1 (stereo not drawn)
    10	-3	-10	-13	2	1.7	3	-3	-2	0
COC(=O)c1ccc(NC(=O)C2C3C=CC(O3)C2C(=O)O)cc1 (stereo not drawn)
    5	0	-5	-3	0	-1.4	0	-53	0	0
COc1cc(C(=O)Nc2ccccc2N2CCN(S(C)(=O)=O)CC2)cc(OC)c1OC
    10	-1	-10	-5	-1	0.4	16	1	-5	0
COc1nc(Nc2cccc([N+](=O)[O-])c2)nc(OC)n1
    -7	-6	7	-13	1	-1.0	4	-3	2	-2
O=C(CCS(=O)(=O)c1cccc2nonc12)NCCc1ccccc1
    19	-5	-19	-6	3	1.0	15	-27	-4	/
Cc1cccn2c(=O)nc(SCC(=O)N3CCCC3)nc12
    42	6	-42	-6	-1	2.2	-17	2	-6	-1
Cc1c(NC(=O)Nc2cccc([N+](=O)[O-])c2)c(=O)n(-c2ccccc2)n1C
    19	-1	-19	-17	1	-0.9	-3	-5	-1	0
Clc1ccc(CCNc2nc3ccccc3n3nnnc23)cc1
    45	0	-45	1	0	1.1	-1	-5	3	/
COc1cccc(OC)c1NC(=O)NC(=O)c1c(OC)c(Br)cc([N+](=O)[O-])c1OC
    -31	-1	31	4	/	0.6	32	/	/	2
COCC(=O)NC1CCCCCC1
    7	2	-7	5	-1	0.0	-21	2	0	0
CCCNC(=O)COC(=O)c1ccc(-c2ccccc2)cc1
    12	4	-12	-1	-2	-0.8	-4	-9	-4	-1
Cc1cc(C)c(NC(=O)C2CCCN2C)c(C)c1 (stereo not drawn)
    /	0	-3	-11	4	1.4	5	-21	7	-3
CC(C)Nc1nc(-c2ccncc2)nc(-c2ccc(Cl)cc2)c1C#N
    -39	0	39	-7	/	-0.9	7	/	/	-1
O=C(c1cc(Cl)ccc1Cl)N1CCN(c2ccccn2)CC1
    -1	3	1	-11	0	-4.3	-6	-6	6	2
O=S(=O)(Nc1ccon1)c1ccc(Br)cc1
    -7	-5	7	-16	1	1.3	-18	-6	-10	-3
COc1ccc(Cc2nc(C(=O)NCc3ccccc3OC)cs2)cc1
    5	-4	-5	-10	-5	0.3	-1	-10	-16	0
CCC(Sc1nc2c(c(=O)[nH]1)CCC2)C(=O)Nc1cccc(OC)c1 (stereo not drawn)
    0	0	0	-6	1	0.5	24	0	-4	-2
CC1(NC(=O)Cn2cc(C(F)(F)F)ccc2=O)CCS(=O)(=O)C1 (stereo not drawn)
    22	-1	-22	3	-1	-0.6	31	-4	-16	0
Cc1ccc(Nc2nc(Cl)nc(N(C)C#N)n2)cc1
    -7	-3	7	-9	-1	0.4	5	10	-10	1
COC(=O)c1ccc(N2CCN(c3ccccc3)CC2)c(N)c1
    16	2	-16	-7	3	0.3	16	-7	5	0
CCCNc1ncnc2sc(C)c(C)c12
    26	-4	-26	-11	1	-1.8	-2	-4	-9	0
Cc1ccc(-n2c(SCC(=O)O)nc3sc4c(c3c2=O)CC(C)(C)SC4)cc1
    12	-2	-12	7	-2	-0.9	-7	5	-4	-3
COc1cccc(CNC(=O)c2ccc(CS(=O)(=O)Cc3ccc(C)cc3)o2)c1
    31	-2	-31	-16	0	-1.7	3	8	-5	0
C=CCN(CC=C)C(=S)NC(=O)c1ccc([N+](=O)[O-])cc1
    18	-3	-18	-10	0	0.7	-9	2	-16	0
CC(C)C(OC(=O)c1ccco1)C(=O)NCc1ccc2c(c1)OCO2 (stereo not drawn)
    20	1	-20	4	-2	-1.0	22	7	4	-8
CC(NC(=O)Nc1ccccc1)C(c1cccs1)N1CCOCC1 (stereo not drawn)
    30	0	-30	1	0	3.7	2	1	-3	/
Cc1ccc(COc2ccsc2-c2n[nH]c(=S)n2C)cc1
    -5	5	5	-2	0	0.5	1	-5	-17	2
COc1ccc(NC(=O)CN2C(=O)NC3(CCCC3)C2=O)cc1OC
    /	5	/	-4	-2	-0.5	-10	-12	-9	2
O=C(NCCc1c[nH]c2ccccc12)/C(=C/c1cccnc1)NC(=O)c1cccs1
    2	4	-2	3	1	-0.4	25	2	-5	2
Cc1ccc2oc(C(=O)NC3CCS(=O)(=O)C3)c(C)c2c1 (stereo not drawn)
    -9	-1	9	-6	1	-0.1	-8	7	1	16
O=C1Nc2cc(Cl)c(Cl)cc2N(O)N1c1ccccc1Cl
    9	-5	-9	-16	3	0.2	-22	0	3	-2
CCN(CC)S(=O)(=O)c1ccc2oc(SCC3CN=C(c4ccc(OC)cc4)S3)nc2c1 (stereo not drawn)
    -63	-3	63	-7	-6	2.1	-3	-10	2	-2
O=C(O)c1ccccc1OCCOCCOc1ccccc1C(=O)O
    25	0	-25	-6	0	-0.7	5	-9	-5	-6
O=C(O)c1ccc(NC(=O)c2cccc(C(=O)Nc3ccc(C(=O)O)cc3)c2)cc1
    20	-2	-20	2	-4	-1.9	28	-10	3	-1
COc1cc(CCC(=O)OCC(=O)Nc2ccc(F)c(F)c2F)cc(OC)c1OC
    7	-2	-7	-7	-1	-1.7	13	6	-10	-3
N[C@@H](Cc1ccc(F)cc1)C(=O)O
    0	0	0	-15	2	0.3	-8	-5	-4	/
O=c1c2cc(Br)ccc2nc(-c2ccc(Cl)cc2)n1O
    6	0	-6	2	-3	1.1	39	2	-4	-1
COC(=O)c1c(NC(=O)C2CC=CCC2C(=O)O)sc(C(N)=O)c1C (stereo not drawn)
    6	-11	-6	-15	1	0.4	7	-4	6	7
O=C(Nc1cccc(O)c1)c1cc(-c2ccccc2Cl)on1
    -12	-4	12	-8	-1	-1.2	-14	-6	-1	/
OCC1OC(Oc2c[nH]c3ccccc23)C(O)C(O)C1O (stereo not drawn)
    -1	-2	1	-10	1	-0.5	7	-6	-3	/
COc1ccccc1NC(=O)C1CCCN1S(=O)(=O)c1ccc(Cl)cc1 (stereo not drawn)
    0	-6	0	10	-6	-0.9	6	2	-1	3
CC(NCc1ccc(S(N)(=O)=O)cc1)C(=O)N1c2ccccc2CC1C (stereo not drawn)
    6	0	-6	-6	0	0.6	-7	-4	1	-1

Look-ups from above:
`OCC1OC(Oc2c[nH]c3ccccc23)C(O)C(O)C1O` (stereo not drawn) | Keap1-Nrf2 PPI: -2
`O=C(Nc1cccc(O)c1)c1cc(-c2ccccc2Cl)on1` | DAGLB inh: -1
`N[C@@H](Cc1ccc(F)cc1)C(=O)O` | PKA-R2B activ: -4
`COC(=O)c1c(NC(=O)C2CC=CCC2C(=O)O)sc(C(N)=O)c1C` (stereo not drawn) | Cardiac RTF inh: -4
`O=C(NCCc1c[nH]c2ccccc12)/C(=C/c1cccnc1)NC(=O)c1cccs1` | SR-BI DiI-HDL act: 2

Three entries picked at random from those above:
Order of results: SR-BI DiI-HDL act	Keap1-Nrf2 PPI	SR-BI HDL uptake	PvdQ inh	DAGLB inh	LANA DNA inh	Arrestin-AP2 inh	Cardiac RTF inh	PKA-R2B activ	NSD2 HMT inh
Cc1ccc(-n2c(SCC(=O)O)nc3sc4c(c3c2=O)CC(C)(C)SC4)cc1
    12	-2	-12	7	-2	-0.9	-7	5	-4	-3
COc1cccc(OC)c1NC(=O)NC(=O)c1c(OC)c(Br)cc([N+](=O)[O-])c1OC
    -31	-1	31	4	/	0.6	32	/	/	2
OCC1OC(Oc2c[nH]c3ccccc23)C(O)C(O)C1O (stereo not drawn)
    -1	-2	1	-10	1	-0.5	7	-6	-3	/
